Screening results (PubChem)
TAAR1 agonist: agonists of human TAAR1 | Q96RJ0 | activation, % at 3 µM | actives 0.99% (n = 360,000) | CHO RD-HGA16 TAAR1, Fluo-8 calcium fluorescence; vehicle wells 0%, saturating PEA agonist 100%;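 active = activation above the mean activation of all test compounds in the run plus 3 SD, cut at about 38% in these data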
Target sequence (Q96RJ0 whole entry, looked up): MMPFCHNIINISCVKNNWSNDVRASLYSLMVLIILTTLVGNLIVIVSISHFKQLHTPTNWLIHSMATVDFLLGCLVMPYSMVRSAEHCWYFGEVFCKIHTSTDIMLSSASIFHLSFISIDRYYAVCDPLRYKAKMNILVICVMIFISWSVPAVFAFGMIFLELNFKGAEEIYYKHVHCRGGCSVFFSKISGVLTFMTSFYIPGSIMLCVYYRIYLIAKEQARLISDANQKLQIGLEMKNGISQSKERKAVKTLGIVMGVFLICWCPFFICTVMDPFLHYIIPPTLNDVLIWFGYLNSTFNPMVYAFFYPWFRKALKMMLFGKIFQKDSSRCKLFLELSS
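Test system: RD-HGA16 (CHO) cells co-expressing Gα16 and hTAAR1 / Benchmarks: DMSO vehicle as 0%, PEA at EC100 as 100% / Repeats: no replicates (n 1) / Measure: % activation from peak over basal fluorescence ratio, DMSO-to-PEA scaled / Timing: 17-24 h plating, Fluo-8 75 min 37 °C, 30 min RT / Technique: kinetic Fluo-8 calcium fluorescence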
TAAR1 antag: human TAAR1 antagonism; Q96RJ0; CHO RD-HGA16 TAAR1, Fluo-8 calcium fluorescence, antagonist; inhibition, % at 3 µM; actives 1.5% (n = 360,000); AID 624466;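 active = inhibition above a per-plate cutoff, the mean inhibition of test compounds on that plate plus 3 SD, cut at about 49% in these data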;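 note: 0% = DMSO plus EC80 beta-PEA response and 100% = DMSO alone without agonist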
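System: RD-HGA16 CHO cells with stable hTAAR1 and Gα16 | Probe or stimulus: EC80 β-phenethylamine stimulus | Dosing: 3 µM, single point | Times: Dye loading 75 min at 37 °C, then 30 min room temperature | Measured by: Fluo-8 calcium-sensitive fluorescence | Read-out basis: % inhibition of agonist calcium response | Replicates: n of 1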
CRFR2-BP antag: CRF-BP/CRF-R2 complex antagonism; inhibition, % at 11.8 µM; actives 0.59% (n = 350,000); HEK293 CRF-R2/CRF-BP, CRF-induced calcium fluorescence;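 active = inhibition of the ligand-induced calcium signal above about 50% at the single tested concentration, limit read from the data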
M5 antag: CHRM5 antagonism in calcium assay; P08912; CHO-hM5 cells, Fluo-8 calcium fluorescence, ACh EC80; inhibition, % at 3 µM; actives 0.59% (n = 360,000);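 active = inhibition above a per-plate cutoff, the mean of that plate's test compounds plus 3 SD, cut at about 27% in these data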;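 note: 0% = acetylcholine EC80 with DMSO and 100% = DMSO without agonist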
Target sequence (P08912 whole entry, looked up): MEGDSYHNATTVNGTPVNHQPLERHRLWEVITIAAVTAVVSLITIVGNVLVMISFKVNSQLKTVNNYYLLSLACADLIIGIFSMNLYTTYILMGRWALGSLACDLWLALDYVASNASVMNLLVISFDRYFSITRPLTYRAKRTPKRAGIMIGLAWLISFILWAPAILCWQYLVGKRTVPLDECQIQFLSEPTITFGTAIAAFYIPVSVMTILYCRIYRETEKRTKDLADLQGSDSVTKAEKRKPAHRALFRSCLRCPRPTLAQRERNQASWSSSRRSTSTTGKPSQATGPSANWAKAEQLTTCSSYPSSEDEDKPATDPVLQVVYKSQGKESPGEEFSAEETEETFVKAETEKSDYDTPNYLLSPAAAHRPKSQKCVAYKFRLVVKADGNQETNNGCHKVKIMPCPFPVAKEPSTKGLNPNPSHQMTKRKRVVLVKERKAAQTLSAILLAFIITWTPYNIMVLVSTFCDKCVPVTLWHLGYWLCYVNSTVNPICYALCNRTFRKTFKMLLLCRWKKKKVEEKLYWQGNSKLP
M1 PAM parental: nonselective activator or artifact in parental CHO-K1 calcium assay; ATP EC20, Fluo-8 calcium fluorescence; 0% at ATP EC20, 100% at ATP max; AID 602247; actives 0.02% (n = 360,000); activation, % at 3 µM;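 active = activation above the run cutoff, the mean activation of all test compounds plus 3 SD, cut at about 40% in these data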;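 note: peak over basal fluorescence ratio in a 140 s read after ATP addition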
CHRM4 PAM: potentiates acetylcholine response at human M4 receptor; AID 624126; actives 0.4% (n = 360,000); CHO-K1 hM4/Gqi5, Fluo-8 calcium fluorescence, ACh EC20; 0% = ACh EC20, 100% = maximal ACh; activation, % at 3 µM; P08173;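 active = activation above its plate's cutoff, the mean activation of sample wells plus 3 SD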; note: some results filed as inactive read as strong as hits
CRFBP-R2 agonist: CRF-BP/CRF-R2 complex agonism | actives 0.46% (n = 350,000) | activation, % at 13.2 µM | HEK293 CRF-R2/CRF-BP, calcium dye fluorescence (FLIPR); percent of saturating CRF peptide response;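 active = activation of at least 50%, plus an integration ratio under a set limit after plate pattern correction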;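 note: plate controls were neutral control wells without compound for no effect and CRF at EC100 for full effect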
M5 PAM: CHRM5 positive allosteric modulation | CHO-K1 hM5, Fluo-8 calcium, ACh EC20 PAM; 0% = ACh EC20, 100% = ACh EC100 | AID 624038 | actives 0.3% (n = 360,000) | P08912 | activation, % at 3 µM;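 active = activation above the run cutoff, the mean activation of all test compounds plus 3 SD, cut at about 18% in these data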
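Probe or stimulus: acetylcholine, EC20 level; Assay system: human M5 receptor in CHO-K1 cells; Schedule: compound preincubation 140 s before EC20 acetylcholine addition; Technique: intracellular calcium via Fluo-8 fluorescence; Dosing: single-point, 3 µM nominal; Read-out basis: percent activation from peak-over-basal fluorescence ratio, scaled EC20-to-EC100 acetylcholine; Repeats: one well per compound, no replicates.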
CHRM5 agonist: agonists of human muscarinic M5 receptor (CHRM5). P08912. activation, % at 3 µM. CHO-K1 hM5 cells, Fluo-8 calcium fluorescence; 0% DMSO wells, 100% maximal acetylcholine response. actives 0.19% (n = 360,000);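 active = activation above the run's mean over test compounds plus 3 SD, cut at about 23% in these data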;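 note: signal is peak over basal fluorescence ratio across the kinetic read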
Numbers without * were called inactive; . = not tested or not shown.

SMILES	TAAR1 agonist	TAAR1 antag	CRFR2-BP antag	M5 antag	M1 PAM parental	CHRM4 PAM	CRFBP-R2 agonist	M5 PAM	CHRM5 agonist
CC(=O)NCCc1nc2ccccc2n1Cc1cc(C)ccc1C	6	2	15	14	9	-10	-1.2	-3	-3
O=C(/C=C/c1ccccc1[N+](=O)[O-])Nc1cccnc1	3	-3	2	-7	18	4	1.1	3	-5
CC(=O)c1ccc(OCC(O)CNCc2ccc3c(c2)OCO3)cc1 (stereo not given)	4	-11	-5	-8	-2	-18	0.2	1	4
CCCn1c(N)c(C(=O)COC(=O)c2cccc(S(=O)(=O)N3CCOCC3)c2)c(=O)[nH]c1=O	14	-9	-2	13	-23	-1	0.9	-13	-1
COc1ccc(/C(CC2(O)C(=O)Nc3ccccc32)=N\O)cc1 (stereo not given)	3	3	9	-5	-5	3	0.0	-4	-4
CN1CCN(C(=S)c2ccc(-c3cccc(Cl)c3Cl)o2)CC1	1	23	-26	-11	13	7	-1.1	0	0
Cc1cc(NC(=O)CSCC(=O)N(c2ccc(F)cc2)C(C(=O)NC2CCCCC2)c2ccc(O)c(O)c2)no1 (stereo not given)	-2	-25	-9	-8	-14	-5	0.9	-1	-3
COc1cc(C(=O)N/N=C/c2ccc(OC(=O)c3cccc(C)c3)c(OC)c2)ccc1O	20	66*	1	18	-6	-6	0.1	-8	-1
O=C(COc1ccc2ccccc2c1)N1CCN(C(=O)c2ccco2)CC1	4	-3	4	6	-11	-4	1.7	-5	2
CCOc1ccccc1C(=O)NC(C(=O)NCc1ccc(F)cc1)C(C)C (stereo not given)	4	-26	4	5	12	6	-1.6	1	-3
CC(C)C(C(=O)C=[N+]=[N-])N1C(=O)c2ccccc2C1=O (stereo not given)	11	-1	22	0	20	4	-0.5	10	-6
CCCN(Cc1nnc(-c2cccs2)o1)C(=O)c1cccc(S(=O)(=O)N2CCOCC2)c1	0	3	-4	2	8	-1	0.1	7	0
C/C(=N\NC(=O)CNc1cccc2ccccc12)c1ccc(Br)s1	3	-16	9	-5	17	6	-0.9	-6	-2
CCC(CC)C(=O)NN(C(=O)c1ccncc1)C1CC(=O)N(c2ccccc2)C1=O (stereo not given)	2	-19	4	10	17	-6	-0.5	-2	3
COc1ccc(CC(N)c2csc(NC(=O)c3ccc(F)cc3)n2)cc1 (stereo not given)	21	34	.	5	-1	-5	.	-3	4
Cc1cccc(OCCOc2ccccc2C=C(C#N)C#N)c1	-1	-2	-12	7	22	-4	0.8	1	-3
O=C(CC1C(=O)NCCN1Cc1ccccc1)NCCC1=CCCCC1 (stereo not given)	30	-9	4	-5	14	-1	1.6	8	-2
COc1ccc(/C=C/C(=O)NCc2cccnc2)cc1	1	-17	0	-6	24	6	0.5	2	-4
Cc1cc(C)n2c(Nc3ccc4c(c3)OCCO4)c(C(C)C)nc2n1	0	-55	.	-1	5	7	.	3	3
O=C(NC1CCCCC1)c1ccc(-c2ccccc2F)o1	0	5	-17	1	14	10	-3.3	3	10
Cc1ccc(OCCC(=O)N(Cc2ccccc2)c2c(N)n(Cc3ccccc3)c(=O)[nH]c2=O)cc1	0	-23	-19	1	8	0	22	1	-6
CCN1CCN(c2ccc(S(=O)(=O)N3CCOCC3)cc2NC(=O)c2cc(F)c(F)c(F)c2F)CC1	3	-10	-5	-12	11	-8	-0.7	4	1
Cc1ccc(NC2CCCN(C(=O)Cc3nonc3C)C2)cc1C (stereo not given)	3	-19	-6	-5	-12	4	1.1	-2	-4
CCc1ccccc1NC(=O)c1ccc(F)c(S(=O)(=O)N2CCC(C(N)=O)CC2)c1	7	-6	2	0	12	-10	-1.0	-9	-3
NC1=NN=C(N2N=C(c3ccccc3)CC2(O)C(F)(F)F)n2ncnc2C1 (stereo not given)	2	-3	-8	-5	23	0	0.2	-4	-6

The list goes on:
SMILES	TAAR1 agonist	TAAR1 antag	CRFR2-BP antag	M5 antag	M1 PAM parental	CHRM4 PAM	CRFBP-R2 agonist	M5 PAM	CHRM5 agonist
OCCO	4	-15	-19	7	1	0	2.9	-8	3
CC1=CC(C)(C)NC(=S)N1c1ccc([N+](=O)[O-])cc1	1	-17	8	-9	16	7	1.8	9	-3
CSCCNC(=O)c1ccc(OC2CCN(CCc3ccccc3)CC2)cc1	1	-26	-1	4	16	-31	-0.2	-1	-17
CN(Cc1ccccc1)C(=O)COC(=O)c1cc(=O)[nH]c2ccccc12	5	10	-10	7	6	-2	-3.5	3	4
CCc1noc(N)c1C(=O)Nc1ccc(F)c(Cl)c1	3	0	5	-10	12	3	-2.4	22*	-5
Cc1ccc(NC(=O)C2CC(=O)N(CCc3ccccc3)C2)c(C)c1 (stereo not given)	0	-31	16	3	8	-4	-5.5	2	-5
Cc1cc(C)cc(NC(=S)N2CCC(NC(=O)C3CC3)CC2)c1	2	-3	8	6	-24	-6	-0.1	0	-4
Cc1nn(CCCC(=O)NCc2ccccc2)c(=O)c2nccn12	1	-8	-6	-2	0	-3	0.5	-3	2
Cc1nc(NCCc2ccc(O)cc2)c2nnn(Cc3ccccc3)c2n1	24	0	21	8	-16	-9	-1.7	-2	7
CCC(=O)Nc1cccc(NC(=O)CSc2nnc(-c3ccc(NS(C)(=O)=O)cc3)n2C)c1	6	-7	-25	2	-8	-3	-2.9	-9	-1
O=C(NCc1ccc2c(c1)OCO2)C1CC(=O)N(c2ccc(O)cc2)C1 (stereo not given)	7	4	-1	-8	3	5	10	-5	5
Cc1csc(C(=O)NN)c1N(C)C	6	-19	0	15	11	-6	1.0	-8	1
O=C(NCc1n[nH]c(=S)n1-c1ccccc1Cl)c1ccc(S(=O)(=O)N2CCCCC2)cc1	5	10	1	-3	-6	3	3.4	3	-3
CCOc1ccccc1NC1=CC(=O)CC(c2ccccc2)C1 (stereo not given)	8	-19	11	8	-3	5	-0.9	5	-4
OC(c1ccc2ccccc2c1)c1ncc(-c2ccc(C(F)(F)F)cc2)[nH]1 (stereo not given)	5	-17	.	1	14	3	.	-3	-1
CCCCCCCNC(=O)C1(CC2CC(c3ccc(Cl)cc3)=NO2)CCN(C(=O)OC(C)(C)C)CC1 (stereo not given)	-2	3	0	14	2	8	1.6	-6	2
COc1ccc(Cl)cc1NC(=S)NCc1ccco1	2	0	5	-2	18	0	-0.5	0	-4
CCOC(=O)N1CCN(CC(O)COc2c(OC)cccc2OC)CC1 (stereo not given)	7	7	5	-6	0	1	0.3	0	-7
CCOC(=O)CSc1nnc(N)s1	10	-4	-5	-3	-4	7	-0.2	-2	0
Cc1ccc(N2C(=O)N(CC(=O)Nc3cccc(Cl)c3)C(=O)C2C)cc1 (stereo not given)	0	-6	-18	-3	9	0	-0.4	-3	2
CC1(C)O[C@@H]1COc1c2ccoc2cc2oc(=O)ccc12	11	2	0	10	22	12	-0.3	0	6
CS(=O)(=O)N1CCC(C(=O)Nc2ccccc2)CC1	3	4	-4	0	20	5	-1.6	3	2
CCc1c(C)nc2[nH]ncn2c1=O	0	17	9	4	9	2	0.3	5	-1
COc1cc(C(=O)Nc2ccc(S(=O)(=O)Nc3onc(C)c3C)cc2)cc(OC)c1OC	14	-13	-4	-5	3	10	-0.7	6	-5
COc1ccc(N2CSC3=C(C#N)C(c4cccc(OC)c4OC)CC(=O)N3C2)cc1 (stereo not given)	3	-23	36	-1	21	-5	-0.2	-1	0
CC(C)CN(C(=O)Cn1nnc(-c2ccc(F)cc2)n1)C1CCS(=O)(=O)C1 (stereo not given)	2	-17	-2	9	-7	-1	3.9	-4	1
COc1ccc(NC(=O)C2CC(=O)N(Cc3ccco3)C2)cc1Cl (stereo not given)	9	-30	-2	1	6	1	-0.6	4	1
COC(=O)C1=C(CSc2nccn2C)NC(=O)NC1c1cc(C)ccc1C (stereo not given)	22	-6	3	-9	-8	-1	-1.1	10	1

3 compounds from above, arranged by the number in CRFBP-R2 agonist, high to low.
| Molecule | TAAR1 agonist | TAAR1 antag | CRFR2-BP antag | M5 antag | CHRM4 PAM | CRFBP-R2 agonist | M5 PAM | CHRM5 agonist |
| --- | --- | --- | --- | --- | --- | --- | --- | --- |
| O=C(NCc1ccc2c(c1)OCO2)C1CC(=O)N(c2ccc(O)cc2)C1 (stereo not given) | 7 | 4 | -1 | -8 | 5 | 10 | -5 | 5 |
| COc1ccc(NC(=O)C2CC(=O)N(Cc3ccco3)C2)cc1Cl (stereo not given) | 9 | -30 | -2 | 1 | 1 | -0.6 | 4 | 1 |
| COC(=O)C1=C(CSc2nccn2C)NC(=O)NC1c1cc(C)ccc1C (stereo not given) | 22 | -6 | 3 | -9 | -1 | -1.1 | 10 | 1 |

Structures from the list above with fluorine, in the order listed:
SMILES	TAAR1 agonist	TAAR1 antag	CRFR2-BP antag	M5 antag	M1 PAM parental	CHRM4 PAM	CRFBP-R2 agonist	M5 PAM	CHRM5 agonist
Cc1cc(NC(=O)CSCC(=O)N(c2ccc(F)cc2)C(C(=O)NC2CCCCC2)c2ccc(O)c(O)c2)no1 (stereo not given)	-2	-25	-9	-8	-14	-5	0.9	-1	-3
CCOc1ccccc1C(=O)NC(C(=O)NCc1ccc(F)cc1)C(C)C (stereo not given)	4	-26	4	5	12	6	-1.6	1	-3
COc1ccc(CC(N)c2csc(NC(=O)c3ccc(F)cc3)n2)cc1 (stereo not given)	21	34	.	5	-1	-5	.	-3	4
O=C(NC1CCCCC1)c1ccc(-c2ccccc2F)o1	0	5	-17	1	14	10	-3.3	3	10
CCN1CCN(c2ccc(S(=O)(=O)N3CCOCC3)cc2NC(=O)c2cc(F)c(F)c(F)c2F)CC1	3	-10	-5	-12	11	-8	-0.7	4	1
CCc1ccccc1NC(=O)c1ccc(F)c(S(=O)(=O)N2CCC(C(N)=O)CC2)c1	7	-6	2	0	12	-10	-1.0	-9	-3
NC1=NN=C(N2N=C(c3ccccc3)CC2(O)C(F)(F)F)n2ncnc2C1 (stereo not given)	2	-3	-8	-5	23	0	0.2	-4	-6
CCc1noc(N)c1C(=O)Nc1ccc(F)c(Cl)c1	3	0	5	-10	12	3	-2.4	22*	-5
OC(c1ccc2ccccc2c1)c1ncc(-c2ccc(C(F)(F)F)cc2)[nH]1 (stereo not given)	5	-17	.	1	14	3	.	-3	-1
CC(C)CN(C(=O)Cn1nnc(-c2ccc(F)cc2)n1)C1CCS(=O)(=O)C1 (stereo not given)	2	-17	-2	9	-7	-1	3.9	-4	1
